TDP1 inh = inhibitors of human tyrosyl-DNA phosphodiesterase TDP1; Q9NUW8; recombinant TDP1, AlphaScreen DNA substrate cleavage; Potency, µM (highest dose often 130 µM), for inactives: top-dose activity change, negative = inhibition, usual class: inhibitors; actives 0.28% (n = 350,000); AID 485290; also: nearly all actives have a fitted effect of over 40% in size
Target sequence (Q9NUW8 whole entry, looked up): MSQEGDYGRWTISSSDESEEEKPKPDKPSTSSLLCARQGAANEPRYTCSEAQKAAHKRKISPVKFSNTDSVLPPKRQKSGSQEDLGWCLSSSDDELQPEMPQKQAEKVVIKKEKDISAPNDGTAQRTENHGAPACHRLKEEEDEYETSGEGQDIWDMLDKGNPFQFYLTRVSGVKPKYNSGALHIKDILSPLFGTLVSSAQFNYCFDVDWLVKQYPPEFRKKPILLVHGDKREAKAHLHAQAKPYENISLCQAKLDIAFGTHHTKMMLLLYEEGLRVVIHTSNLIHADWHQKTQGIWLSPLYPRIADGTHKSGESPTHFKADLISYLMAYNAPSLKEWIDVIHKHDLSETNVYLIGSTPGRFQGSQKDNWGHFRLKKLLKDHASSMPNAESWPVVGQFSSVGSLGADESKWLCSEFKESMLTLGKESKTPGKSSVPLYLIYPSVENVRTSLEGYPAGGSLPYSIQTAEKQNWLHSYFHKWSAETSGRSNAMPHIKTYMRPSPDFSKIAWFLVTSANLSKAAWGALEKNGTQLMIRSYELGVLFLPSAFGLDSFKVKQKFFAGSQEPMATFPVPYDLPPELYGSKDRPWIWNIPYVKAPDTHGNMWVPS
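Enzyme-compound mixtures sat 15 min at room temperature, followed by a 5 min reaction with 15 nM final substrate and 10 min with AlphaScreen beads. Recombinant human Tdp1 was used at 1 nM final.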
TDP1 cell CPT = DT40-hTDP1 cell growth loss with CPT. actives 12% (n = 420,000). Potency, µM (top dose mostly 46.2 µM), for the others: at the highest dose activity change, negative = growth inhibition, most hits filed as inhibitors. chicken DT40 Tdp1-/-;hTDP1 cells + 20 nM CPT, ATP luminescence, 48 h; also: nearly all actives have a fitted effect of over 55% in size
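Cell growth measured by CellTiter-Glo luminescence after a minimum 48 h, 37 C compound exposure with 20 nM CPT in Tdp1-knockout DT40 cells stably expressing hTDP1, seeded 400/well; qHTS titration format.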
DT40 TDP1 no CPT = qHTS for Inhibitors of human tyrosyl-DNA phosphodiesterase 1 (TDP1): qHTS in cells in absence of CPT; DT40 Tdp1-/- hTDP1 cells, no CPT, ATP luminescence, 48 h; Potency, µM (top dose mostly 46.2 µM), without a hit: top-dose activity change, negative = growth inhibition, hits mostly inhibitors; actives 15% (n = 420,000); also: nearly all actives have a fitted effect of over 55% in size
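Compound effects on proliferation are scored in DT40 Tdp1-/-;hTDP1 cells in the absence of CPT. ATP levels (CellTiter-Glo luminescence) are recorded after a ≥48 hr, 37 °C incubation.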
The depositor's hits bear a star; ? = inconclusive; / = not tested or not shown; [ ] = another dose, or the depositor's remark. Calls follow the shape of the dose curve; as a rule, active = well fitted curve in the direction sought with a large enough effect; inconclusive = small, poorly fitted or top-dose-only effect, or another doubt; inactive = no such curve, though single readings can be large; an effect the other way counts as inactive or inconclusive. % is scaled to controls: 0 for no effect and ±100 for the full control effect; potency is read from the fitted curve at half-maximal effect.

cpd	SMILES	TDP1 inh	TDP1 cell CPT	DT40 TDP1 no CPT
1	CCN1CCN(S(=O)(=O)c2cccc([N+](=O)[O-])c2)CC1	0.0%	15.1%	5.0%
2	N[C@@]1(C(=O)O)CN[C@@H](C(=O)O)C1	0.0%	-16.2%	-12.9%
3	CCOC(=O)C1CCCN(c2c(NCC3CCCN3CC)c(=O)c2=O)C1 (stereo not drawn)	3.9%	7.3%	-6.1%
4	CCCn1nnc(NC(=O)/C=C/c2cc(Br)ccc2OC)n1	3.0%	23.4%	-7.8%
5	O=[N+]([O-])c1ccc(CS(=O)c2ccccc2)cc1 (stereo not drawn)	/	-11.3%	-11.6%
6	COc1cc(/C=C/C(=O)O)cc(S(=O)(=O)Nc2ccccc2C(=O)NCc2ccco2)c1OC	-11.3%	-0.5%	-2.9%
7	CCOC(=O)c1c(-c2cccs2)csc1NC(C)=O	-1.1%	-22.4%	?
8	O=C(COC(=O)/C=C/c1ccc(Cl)cc1)NC1CC1	0.2%	-24.6%	-4.8%
9	CCN1C(=S)SC(=O)C1=C1C=C(C)N(CCO)C(C)=C1	6.1%	-1.7%	-1.2%
10	CCn1nc(C)c(/C=N/NC(=O)CSc2ccccn2)c1C	2.6%	-5.9%	?
11	COc1ccc(NC(=O)c2sc3nc(N4CCCC4)c4c(c3c2N)CC(C)(C)OC4)c(OC)c1	4.5%	?	-27.6%
12	COc1ccc(C(=O)Nc2nnc(C)s2)cc1S(=O)(=O)N1CCOCC1	0.2%	6.8%	25.9%
13	O=C(O)CCN1C(=O)/C(=C/c2cn(-c3ccccc3)nc2-c2cccs2)SC1=S	-2.8%	4.61µM*	?
14	O=c1c(CN2CCN(c3ccccn3)CC2)coc2ccccc12	-3.5%	1.7%	3.3%
15	COc1ccccc1/C=C/c1nc(C#N)c(NCc2ccccc2)o1	-7.0%	?	?
16	COc1cccc(CN2CCC2(C)C(=O)Nc2cccc(Oc3ccccc3)c2)c1OC (stereo not drawn)	/	23.1µM*	20.6µM*
17	Clc1ccc(-n2c(Cc3ccccc3)nnc2SCc2nc(-c3cccs3)no2)cc1	1.2%	?	?
18	O=C(Cc1csc(-c2ccccc2)n1)NCc1ccco1	6.0%	4.4%	13.0%
19	O=C(CN1CCN(Cc2ccccc2F)C1=O)NCC1CCCO1 (stereo not drawn)	/	-8.9%	4.4%
20	Cc1[nH]c2ccc(CNS(=O)(=O)c3ccc(S(=O)(=O)N4CCOCC4)cc3)cc2c1C	5.6%	-25.3%	-10.6%
21	CCOc1ccc(/C(CCC(=O)O)=N/NC(=S)NCCc2ccccc2)cc1	7.4%	26.0%	4.4%
22	CC(C)NC(=O)C(=O)NCCc1ccc(Cl)cc1	3.8%	-15.9%	-4.4%
23	c1ccc2nc3c(cc2c1)CCCCCC3	-0.9%	-12.1%	-15.6%
24	O=C(/C=C/c1ccc([N+](=O)[O-])cc1)N1CCN(S(=O)(=O)c2ccccc2)CC1	1.3%[56.1 µM]	?	?
25	CCOC(=O)c1cccc(OS(=O)(=O)Cc2ccccc2)c1	/	-2.2%	?

Overlap with the part before: five compounds, followed by the next part.
cpd	SMILES	TDP1 inh	TDP1 cell CPT	DT40 TDP1 no CPT
21	CCOc1ccc(/C(CCC(=O)O)=N/NC(=S)NCCc2ccccc2)cc1	7.4%	26.0%	4.4%
22	CC(C)NC(=O)C(=O)NCCc1ccc(Cl)cc1	3.8%	-15.9%	-4.4%
23	c1ccc2nc3c(cc2c1)CCCCCC3	-0.9%	-12.1%	-15.6%
24	O=C(/C=C/c1ccc([N+](=O)[O-])cc1)N1CCN(S(=O)(=O)c2ccccc2)CC1	1.3%[56.1 µM]	?	?
25	CCOC(=O)c1cccc(OS(=O)(=O)Cc2ccccc2)c1	/	-2.2%	?
26	C#CCSc1nc2sc3c(c2c(=O)n1Cc1ccccc1)CCCC3	-9.3%[12.3 µM]	?	?
27	COC(=O)c1ccccc1NC(=O)C1CCN(C(=O)c2cc(OC)c(OC)c(OC)c2)CC1	6.1%	-5.0%	?
28	Cc1ccc(S(=O)(=O)N2CCN(C(=O)CSc3nnc(C)s3)C2)cc1	3.9%	13.9%	-3.4%
29	CCCCC(CC)CNCc1cccn1CCN1CCOCC1 (stereo not drawn)	/	?	?
30	Clc1ccc(OCc2nnc(SCc3nnc(-c4ccccc4)o3)o2)c(Cl)c1	-7.7%	5.6%	-29.7%
31	Cc1ccc(CNC(=O)C23CN(Cc4ccccc4)CC2C(c2ccc([N+](=O)[O-])cc2)=NO3)cc1 (stereo not drawn)	2.9%	?	?
32	Cc1ccc(CNC(=O)CSc2nc3ccsc3c(=O)n2-c2ccc(C(=O)O)cc2)cc1	0.5%	18.1%	3.9%
33	Cc1ccccc1NC(=O)Nc1c(C)n(C)n(-c2ccccc2)c1=O	4.1%	12.8%	0.7%
34	O=C(c1cccc(F)c1)N1CCN(CC2CC3C=CC2C3)CC1 (stereo not drawn)	1.0%	-3.7%	-11.9%
35	CCOC(=O)c1c(NC(=O)CSc2nccn2C)sc(C(=O)NC)c1C	-0.1%	0.7%	-7.1%
36	O=C(Nc1cccnc1)C1Cc2c(-c3ccccc3Oc3ccccc3)ccnc2O1 (stereo not drawn)	/	?	23.1µM*
37	Cn1c(=O)n(C)c2cc([N+](=O)[O-])c(N3CCN(C(=O)c4ccccc4)CC3)cc21	1.0%	14.6µM*	18.4µM*
38	C[C@H](NC(=O)NC1CCCc2ccccc21)C(=O)O (stereo partly drawn)	7.6%	-3.4%	3.8%
39	COc1cccc(N2CCC(N3CCN(C)C(CCO)C3)CC2)c1 (stereo not drawn)	/	8.4%	1.9%
40	O=c1c(C(c2nnnn2C2CCCCC2)N2CCCCC2)coc2ccc(Cl)cc12 (stereo not drawn)	-5.7%	?	20.6µM*
41	Cc1ccc(S(=O)(=O)N2[C@H](CC(=O)OCc3ccccc3)OC[C@@H]2C(C)C)cc1	/	20.6µM*	23.1µM*
42	NC(=O)C1(C(N)=O)OC1c1ccc(Cl)c(Cl)c1 (stereo not drawn)	/	0.3%	6.6%
43	COc1cc(C(C)=O)ccc1OCC(=O)Nc1ccc2nc(C)sc2c1	-1.6%[56.1 µM]	-8.0%	?
44	CCCn1cnc2c(SCc3ccc(Cl)cc3)nc(N)nc21	/	?	?
45	Cc1ccc(C)c(NC(=O)C(Cc2ccccc2)n2cccc2)c1 (stereo not drawn)	5.9%	?	16.4µM*
46	N#Cc1sc2nc3c(c(-c4ccco4)c2c1N)CCCC3	-1.9%	?	23.1µM*
47	O=C(Cc1c[nH]c2ccccc12)Nc1nc2ccccc2[nH]1	8.3%	-13.3%	-18.0%
48	Cc1cccc(/C=C\c2nc3ccccc3c(=O)[nH]2)c1	2.6%	20.6µM*	18.4µM*
49	CCCn1c(NCc2cc(C)ccc2O)nc2ccccc21	2.0%	?	?
50	CC(C)NC(=O)c1ccc(-n2nc(C(F)(F)F)c3c2CCCC3)cc1	0.0%	-19.5%	?

Later entries:
cpd	SMILES	TDP1 inh	TDP1 cell CPT	DT40 TDP1 no CPT
51	CC(Sc1nc(=O)cc(N)n1CCc1ccccc1)C(=O)Nc1cccc(Cl)c1 (stereo not drawn)	1.9%	-25.9%	-23.2%
52	Cc1ccc(-n2ncc3c(NCCCN4CCOCC4)ncnc32)cc1	0.0%	?	-16.2%
53	O=C(O)c1cccc(-n2cccc2/C=C2/NC(=O)N(c3cccc(Cl)c3)C2=O)c1	?	14.0%	-1.2%
54	CC(C)(C)c1cn(-c2ccc(F)cc2)c(=S)[nH]1	-2.3%	5.8%	0.6%
55	COc1ccc(N(C)C(=O)c2sc(Cl)nc2C)cc1	2.9%	-13.4%	1.4%
56	O=C(CSC(=S)N1CCSCC1)c1ccccc1	2.6%	?	?
57	COc1cc(/C=C/C2=NNC(=O)CC2)cc(OC)c1OC	/	-7.2%	18.7%
58	CCN(CC)CCCn1c(C)cc2c(c1=O)C(c1cc(OC)c(OC)cc1OC)C(C#N)=C(N)O2 (stereo not drawn)	-2.1%	5.7%	-4.4%
59	CC(C)C1CC2=C(C(=O)OC(C)(C)O2)C(c2ccc(Cl)cc2)O1 (stereo not drawn)	/	-0.9%	?
60	CCc1cc2c(N3CCN(C(=O)c4ccco4)CC3)ncnc2s1	7.2%	?	?
61	Cc1ncc2c(c1CNC(=O)/C=C/c1cccs1)CCN(C(=O)C1CCCO1)C2 (stereo not drawn)	/	-1.8%[9.04 µM]	14.9%
62	CCc1c(C(=O)NN2C(=O)C3CCCCC3C2=O)csc1C (stereo not drawn)	-1.3%	-10.2%	-27.8%
63	CN1/C(=C\C(=O)C[n+]2cccc(Br)c2)C(C)(C)c2ccccc21	3.5%	4.61µM*	5.8µM*
64	O=c1c2ccc([N+](=O)[O-])cc2ncn1Cc1ccccc1C(F)(F)F	4.6%	-25.4%	?
65	CCc1nc2sc3c(c2c(=O)n1N)CCC3	6.0%	?	?
66	O=C(NCCc1cnc[nH]1)c1ccc(-c2ccccc2)cc1	/	-41.1%	-10.4%
67	COc1cc(NC(=S)N2CCN(C(=O)c3ccco3)CC2)c(OC)cc1Cl	-0.6%	-11.8%	-19.4%
68	COCCCn1c(C(=O)Nc2ccc3c(c2)OCO3)cc2c(=O)n3ccccc3nc21	1.6%	18.4µM*	25.9µM*
69	CCOC(=O)COn1c(=O)c(-c2cccs2)[n+]([O-])c2ccccc21	3.9%	0.2%	?
70	Cc1nc2ccc(S(=O)(=O)N(CC(=O)Nc3cccc(C)c3C)Cc3ccccc3)cc2s1	4.5%	-18.5%	?
71	Cc1ccccc1C(=O)Nc1ccccc1NC(=O)c1ccccc1Br	/	-16.9%	?
72	CC(C)(C)N(NC(=O)OCc1ccccc1)C(=O)c1ccccc1	5.6%	11.1%	-8.5%
73	C#CNC(=O)C1(CC=C)CCNCC1	-0.3%	6.0%	1.4%
74	CCOC(=O)C1(Cc2ccccc2)NC(c2ccccc2F)C2C(=O)N(CC)C(=O)C21 (stereo not drawn)	1.9%	23.1µM*	7.31µM*
75	CCCNC(=O)C1(C)CCN(C(=O)Cc2ccc(OC)c(OC)c2)C1 (stereo not drawn)	/	13.5%	5.4%

A run of entries taken from the entries so far:
cpd	SMILES	TDP1 inh	TDP1 cell CPT	DT40 TDP1 no CPT
64	O=c1c2ccc([N+](=O)[O-])cc2ncn1Cc1ccccc1C(F)(F)F	4.6%	-25.4%	?
65	CCc1nc2sc3c(c2c(=O)n1N)CCC3	6.0%	?	?
66	O=C(NCCc1cnc[nH]1)c1ccc(-c2ccccc2)cc1	/	-41.1%	-10.4%

Molecules above containing a CF3 group:
cpd	SMILES	TDP1 inh	TDP1 cell CPT	DT40 TDP1 no CPT
50	CC(C)NC(=O)c1ccc(-n2nc(C(F)(F)F)c3c2CCCC3)cc1	0.0%	-19.5%	?
64	O=c1c2ccc([N+](=O)[O-])cc2ncn1Cc1ccccc1C(F)(F)F	4.6%	-25.4%	?

Assay outcomes: PubChem, National Center for Advancing Translational Sciences (NCATS)
